Sm TGR block: qHTS Assay for the Inhibitors of Schistosoma Mansoni Peroxiredoxins | purified TGR, DTNB reduction, TNB absorbance 405 nm | Potency, µM (top dose mostly 114 µM), for the others: at the top dose activity change, negative = inhibition, usual class: inhibitors | 360,000 tested, 3% active | AID 485364, 2010; further: potency means the concentration at half of the fitted maximal effect; on the % scale 0 is the no-effect control and ±100 the full control effect; nearly all actives have a fitted effect of over 60% in size
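First, TGR (20 nM dispensed) and NADPH were mixed with compound. Second, a 15 min room-temperature incubation followed. Third, further NADPH and then DTNB were added to start the reaction. Finally, TNB absorbance was monitored kinetically.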
Pf growth 96h: Primary qHTS for delayed death inhibitors of the malarial parasite plastid, 96 hour incubation. P. falciparum luciferase reporter growth, 96 h. 320,000 tested, 6.9% active. Potency, µM (top dose mostly 28.7 µM), inactives show at the top dose activity change, negative = inhibition, actives largely listed as inhibitors; further: potency means the concentration at half of the fitted maximal effect; on the % scale 0 is the no-effect control and ±100 the full control effect
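Luminescence readout: decreased luciferase signal marks inhibited growth of reporter-expressing P. falciparum in infected red cells (2% hematocrit, 0.05% parasitemia final), exposed to compound two generations (96 h, 37 C, 5% CO2).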
CHX counter: Cycloheximide Counterscreen for Small Molecule Inhibitors of Shiga Toxin; 300,000 tested, 12% active; cell reporter, cycloheximide protein synthesis inhibition counterscreen; max response, %; AID 2314, 2010; in the data active means max response mostly above about 13%, no sharp cut-off; inactive means mostly below about 14%; further: read at 38.3 µM for the half of the compounds with a filed dose; 0% is about no effect
Giardia FBPA inh: qHTS Assay for Inhibitors of Fructose-1,6-bisphosphate Aldolase from Giardia Lamblia. Potency, µM (doses to about 59.6 µM), for the others: at the top dose activity, negative = inhibition, hits mostly inhibitors. 290,000 tested, 0.71% active. purified Giardia FBPA; further: potency means the concentration at half of the fitted maximal effect; on the % scale 0 is the no-effect control and ±100 the full control effect; nearly all actives have a fitted effect of over 55% in size
Target sequence (A8B2U2 whole entry, looked up): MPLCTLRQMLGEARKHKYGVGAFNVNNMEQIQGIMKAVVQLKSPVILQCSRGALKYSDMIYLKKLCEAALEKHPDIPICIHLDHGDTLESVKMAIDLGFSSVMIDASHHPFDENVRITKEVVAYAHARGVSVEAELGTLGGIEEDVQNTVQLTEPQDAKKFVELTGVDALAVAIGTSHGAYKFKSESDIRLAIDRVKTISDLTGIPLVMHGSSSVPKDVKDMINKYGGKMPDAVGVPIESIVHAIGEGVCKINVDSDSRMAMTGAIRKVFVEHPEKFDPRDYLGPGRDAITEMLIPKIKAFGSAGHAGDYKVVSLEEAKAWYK
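Giardia FBPA (40 nM reagent) was preincubated 10 min at RT with compound (up to 57.5 uM final), then substrate plus GAPDH/TPI/NAD/arsenate coupling system with diaphorase/resazurin was added; resorufin fluorescence (525/598 nm) was read after 20 min.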
Shiga inhibitor: A qHTS for Small Molecule Inhibitors of Shiga Toxin; Vero cells, Shiga toxin protein synthesis inhibition reporter; inhibition, % at 38.7 µM; 290,000 tested, 9.2% active; AID 2315, 2010; in the data active means inhibition mostly above about 28%, no sharp cut-off; inactive means mostly below about 43%; further: 0% is about no effect
Pf growth 48h: Primary qHTS for delayed death inhibitors of the malarial parasite plastid, 48 hour incubation; P. falciparum luciferase growth in erythrocytes, 48 h; Potency, µM (titrated, usually from 28.7 µM), without a hit: at the highest dose activity change, negative = inhibition, usual class: inhibitors; 310,000 tested, 5.9% active; AID 504832, 2011; further: potency means the concentration at half of the fitted maximal effect; on the % scale 0 is the no-effect control and ±100 the full control effect
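In quantitative HTS format, infected erythrocytes bearing luciferase-reporter parasites were treated for a single generation at 37 C. Luminescence after adding detection reagent served as the growth measure.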
* = called active by the depositor; i = inactive; u = inconclusive; x = not tested or not shown; & = joins results of further samples; [ ] = another dose, or the depositor's remark. Unless noted, the call rests on the fitted dose curve; in most records, active means well fitted curve in the direction sought with a large enough effect; inconclusive means small, poorly fitted or top-dose-only effect, or another doubt; inactive means no such curve, though single readings can be large; an effect the other way counts as inactive or inconclusive.

SMILES | Sm TGR block | Pf growth 96h | CHX counter | Giardia FBPA inh | Shiga inhibitor | Pf growth 48h
Cc1cc(C)cc(NC(=O)CSc2ccc(-c3ccccn3)nn2)c1 | 0% | u | 10 | x | -4 | u
COc1cc(-c2nc3cnccn3c2Nc2ccc3c(c2)OCCO3)ccc1O | -31% | 41%[activator] | 7 | 1% | 15 | u
CC1Cc2nc(SCC(=O)c3ccccc3)n(Cc3ccccc3)c(=O)c2S1 (configuration not stated) | -1% | u | 14* | 3% | 41* | u
C=CCN1C(=O)C(CC(=O)Nc2ccccc2F)S/C1=N\c1nccs1 (configuration not stated) | -2% | 11% | -2 | 0% | 2 | 85%[activator]
COC(=O)c1cn(NC(=O)c2cc(OC)cc(OC)c2)c(=O)c2ccccc12 | 27% | -23% | 1 | 2% | -8 | -8%
C=Cn1c(P(=S)(N2CCOCC2)N2CCOCC2)cc2c1CCCC2 | 1% | 21% | -5 | 0% | -9 | 12µM*
O=C1N=c2ccc(Br)cc2=C1c1sc(=O)[nH]c1O | 1% | u | 7 | 0% | -5 | 18%[0.00184 µM]
COc1ccc(Cc2nnc(NC(=O)c3ccccc3Cl)s2)cc1OC | -21% | u | -1 | -5% | -2 | -14%
CC(C)c1ccc(NC(=O)N2C[C@H]3C[C@@H](C2)c2cccc(=O)n2C3)cc1 | -9% | u | -1 | -13% | 5 | u
Cc1ccc(C(=O)COc2ccc3c(C)cc(=O)oc3c2)cc1 | 10% | 11% | -2 | 0% | -5 | u

7 neighbouring records from above:
SMILES | Sm TGR block | Pf growth 96h | CHX counter | Giardia FBPA inh | Shiga inhibitor | Pf growth 48h
C=CCN1C(=O)C(CC(=O)Nc2ccccc2F)S/C1=N\c1nccs1 (configuration not stated) | -2% | 11% | -2 | 0% | 2 | 85%[activator]
COC(=O)c1cn(NC(=O)c2cc(OC)cc(OC)c2)c(=O)c2ccccc12 | 27% | -23% | 1 | 2% | -8 | -8%
C=Cn1c(P(=S)(N2CCOCC2)N2CCOCC2)cc2c1CCCC2 | 1% | 21% | -5 | 0% | -9 | 12µM*
O=C1N=c2ccc(Br)cc2=C1c1sc(=O)[nH]c1O | 1% | u | 7 | 0% | -5 | 18%[0.00184 µM]
COc1ccc(Cc2nnc(NC(=O)c3ccccc3Cl)s2)cc1OC | -21% | u | -1 | -5% | -2 | -14%
CC(C)c1ccc(NC(=O)N2C[C@H]3C[C@@H](C2)c2cccc(=O)n2C3)cc1 | -9% | u | -1 | -13% | 5 | u
Cc1ccc(C(=O)COc2ccc3c(C)cc(=O)oc3c2)cc1 | 10% | 11% | -2 | 0% | -5 | u

New compounds follow
SMILES | Sm TGR block | Pf growth 96h | CHX counter | Giardia FBPA inh | Shiga inhibitor | Pf growth 48h
Fc1ccc(C2CCCN2Cc2nc(Cc3ccccc3F)no2)cc1 (configuration not stated) | -2%[57.1 µM] | u | 13* | 1% | 19 | u
CCOC(=O)NC(=O)COC(=O)Cc1cc(OC)c(OC)c(OC)c1 | 5% | u | -6 | -2% | -5 | 18%
Cc1cnc(NC(=O)CSc2nnc(C)s2)s1 | 7% | -15% | 20 | 2% | -1 | x
O=[N+]([O-])c1ccc2nc(-c3ccc(OC(F)F)cc3)cn2c1 | 1% | 88%[activator] | 45* | u | 73* | 143%[activator]
O=C(Nc1nc2ccccc2[nH]1)c1cccc(F)c1 | 8% | -55% | 24* | -1% | 58* | 2%
Cc1ccc(N2CC(C(=O)Nc3cc(Cl)ccc3-n3cncn3)CC2=O)cc1 (configuration not stated) | -4% | 19% | x | x | x | -22%
COCc1cc(C)nc(OCC(=O)N/N=C/c2ccc(O)cc2O)c1C#N | 1% | u | -4 | 15% | 36 | u
N/C(=N\c1nc(CSc2ccccn2)cc(=O)[nH]1)Nc1ccc(Cl)cc1Cl | -1% | u | -3 | 0% | -12 | u
COc1ccc(NS(=O)(=O)c2cc(NC(=O)CCNC(C)=O)ccc2N2CCOCC2)cc1 | -2% | 2% | x | x | x | 7%
CCOC(=O)C1CCN(C(=O)c2ccc3nc(-c4ccc(OC)cc4)c(-c4ccc(OC)cc4)nc3c2)CC1 | -2% | 8% | -3 | x | -13 | 8.3µM*
COc1ccc(-n2nc([N+](=O)[O-])c(=NCCCN3CCCC3=O)n2O)cc1 | 4% | 5% | 17 | -5% | 21 | 34%[activator]
Cc1ccc(CN2CC(C(=O)N3CCN(c4ccccc4O)CC3)CC2=O)cc1 (configuration not stated) | -13% | u | x | x | x | -13%
CN1CCc2cc3c(c4c2[C@H]1Cc1ccccc1-4)OCO3 | x | x | -6 | u | 2 | x
CC(=O)OCC(COC(C)=O)OC(C)=O | 3% | 2%&10% | x | 5% | x | -7%&2%
COc1ccc(NC(=O)N2CCN(S(C)(=O)=O)CC2)c(OC)c1 | x | -2% | -1 | 3% | 43 | -8%
CCOC(=O)C1CCN(C(=O)c2oc3ccc(S(=O)(=O)N4CC(C)CC(C)C4)cc3c2C)CC1 (configuration not stated) | 2% | 31%[activator] | 1 | 10% | -2 | 2.3µM*
c1ccc(COc2ccc(OCCN3CCCCC3)cc2)cc1 | 7% | u | 87* | u | 47* | 44%[activator]
Nc1ccc(-c2nc3ccc(C(=O)O)cc3s2)cc1 | 1% | 31%[activator] | -8 | -15% | -20 | -55%
COc1ccc(/C=N/NC(=O)c2nc(Cl)c(Cl)c(N)c2Cl)cc1COc1ccc(F)cc1F | -1% | -6% | -4 | 10% | -20 | -5%
CC(=O)N1c2ccc(S(=O)(=O)NCC3CCC(C(=O)NCc4ccc(C)cc4)CC3)cc2CC1C (configuration not stated) | -5% | -29% | 8 | 8% | 2 | u
COc1ccc(NC(=O)CN(Cc2ccccc2)S(C)(=O)=O)cc1 | 4% | -16% | -3 | 4% | -2 | x
Cc1ccc(S(=O)(=O)CCC(=O)NCc2ccccc2)cc1 | 1% | 0% | -7 | -1% | -7 | -21%
Cc1c([N+](=O)[O-])cc(C(=O)Nc2ccc3ncccc3c2)cc1[N+](=O)[O-] | -26% | 35%[activator] | -1 | 7% | x | u
Cc1cc(SCc2cc(=O)n3ccsc3n2)nc2ccccc12 | -9% | 61%[activator] | -1 | -11% | -1 | 0%
C=CCn1c(COc2ccc(Cl)cc2)nnc1SCC(=O)Nc1ccc(S(N)(=O)=O)cc1 | 2% | 10% | 4 | -4% | -51 | 10%
CCCCC(NC(=O)Cc1c(C)c2cc3c4c(oc3c(C)c2oc1=O)CCCC4)C(=O)O (configuration not stated) | -11% | 7% | -5 | -6% | 3 | 10%
CCCCOC(=O)c1ccc(NC(C)=O)cc1 | -34% | u | 13 | 3% | 52* | 50%[activator]
O=C(Nc1ccccc1)c1ccc(COc2ccccc2)cc1 | x | 71%[activator] | 10 | 3% | 27 | 31%[activator]
COC(=O)c1nc(-c2ccc(C)cc2)oc1N(C)C | 17%[11.4 µM] | x | 15 | 0% | 18 | x
CCCCn1c(N)c(N(CCOC)C(=O)COC(=O)CCOc2ccccc2C)c(=O)[nH]c1=O | 0% | 26% | x | x | x | -9%
CC1=CC(C)(C)NC(=S)N1c1ccccc1C | 0% | u | -1 | -11% | 9 | -28%
CCC[N+]12CCC(CC1)C(C(O)(c1ccccc1)c1ccccc1)C2 (configuration not stated) | 14% | 5.2µM* | -2 | 3% | -11 | u
Cc1ccc(-n2ncc3c2CC(C)(C)CC3NC(=O)CCN2CCCCC2=O)cc1 (configuration not stated) | -23% | -10% | -2 | x | -7 | -24%
Cc1cccc(NC(=O)c2ccc(CN3CCc4ccccc4C3)cc2)c1C | 4% | u | 6 | 0% | -4 | 11%
COc1ccc(C2C(C(=O)Nc3ccc(F)cc3)=C(C)Nc3nc(CCCO)nn32)cc1 (configuration not stated) | 0% | u | -1 | 3% | 26 | x
COC(=O)c1ccc(NC(=S)NC2CC(C)(C)NC(C)(C)C2)cc1 | -14% | 21% | -1 | 2% | -13 | -20%
COc1cc(/C=C/C(=O)c2ccc([N+](=O)[O-])o2)ccc1O | 3.2µM* | u | x | x | x | 13µM*
N#Cc1c(SCC(=O)Nc2ccccc2C(F)(F)F)sc2c(O)cc(=O)[nH]c12 | -24% | u | 1 | 1% | 3 | -27%
CSCCC(NC(=O)c1ccccc1Br)C(=O)NNC(=O)c1ccco1 (configuration not stated) | -5% | 0% | x | x | x | 0%
CCCCCCN1CC(=O)N2Cc3[nH]c4ccccc4c3C[C@H]2C1=O | 4% | u | 9 | -1% | 1 | u
NC1=NC[C@H](Cc2ccc(O)cc2)N1CCc1cc(C(F)(F)F)cc(C(F)(F)F)c1 | -1% | 2.1µM* | 19* | 12% | 16 | 5.2µM*
COc1ccc(CNC(=O)C2CCN(c3nc(-c4ccccc4)nc4c3CCC4)CC2)cc1 | -3% | u | -1 | x | 9 | 1.9µM*
Cc1ccc(-c2noc(CSc3nnc(Cc4ccccc4)n3-c3ccc(Cl)cc3)n2)cc1 | 4% | 9.3µM* | -2 | -5% | -9 | x
CN(/C(=N/S(=O)(=O)c1ccccc1)c1ccccc1)S(=O)(=O)c1ccccc1 | -8% | 0% | -2 | -22% | -16 | -4%
N#CC1=C(N)OC2=C(C(=O)CC(c3ccccc3)C2)C1c1ccoc1 (configuration not stated) | 0% | u | -4 | -3% | -12 | -16%
COc1ccc(-n2c(SCc3ccc([N+](=O)[O-])cc3)nnc2-c2ccc(C)cc2)cc1 | -9% | 0% | 2 | 0% | 34 | u
CCC(C)N1CCCC1C(=O)Nc1c(C)cc(C)cc1C (configuration not stated) | 0% | u | -1 | -14% | -3 | -3%
C=CCn1c(-c2cc(OC)cc(OC)c2)n[nH]c1=S | -24% | u | -5 | -5% | -5 | 12%
CCCC(=O)C1=C(O)C(C(=O)OC)C(C)(C)CC1=Nc1ccc(OC)cc1 (configuration not stated) | 6% | -24% | -6 | -3% | -13 | u
CC(=C\c1ccccc1)/C=C1/SC(=O)N(CCCC(=O)Nc2ccc(C(=O)O)cc2)C1=O | x | 4% | 2 | 13% | 33 | 11%
Additional structures
SMILES | Sm TGR block | Pf growth 96h | CHX counter | Giardia FBPA inh | Shiga inhibitor | Pf growth 48h
COc1ccc(C(=O)COC(=O)Cn2c(C)csc2=O)c(OC)c1 | -4% | 68%[activator] | x | x | x | 37%[activator]
COc1ccc(CC(=O)NNC(=O)c2ccoc2C)cc1OC | 6% | 53%[activator] | 6 | 5% | -10 | 8%
COC(=O)c1cc2occc2n1Cc1nc(-c2ccccc2F)oc1C | -15% | 6% | -4 | 0% | -12 | -3%
COc1ccc(CC2(CO)CCN(Cc3cnc(-c4ccccc4C)nc3)CC2)cc1 | -18%[57.1 µM] | u | 11 | 0% | 20 | u
Clc1ccc(Cc2nc(-c3cccnc3)no2)cc1 | 16% | 50%[activator] | 17* | 1% | 10 | 19%
Cc1ccc(NC(=O)COC(=O)C2CC(=O)N(Cc3ccccc3)C2)cc1F (configuration not stated) | 1% | 30%[activator] | 1 | 6% | -3 | 0%
COc1ccc(S(=O)(=O)N2CCN(CC(O)COc3ccc(C#N)cc3)CC2)cc1OC (configuration not stated) | 7% | 0% | 6 | x | 2 | -31%
Cc1cccc(-n2ncc3c(NCc4cccnc4)ncnc32)c1 | -18% | 108%[activator] | 47* | 0% | 77* | 91%[activator]
COc1ccc(-c2csc(N3C(=O)C4C5c6ccccc6C(c6ccccc65)C4C3=O)n2)cc1 (configuration not stated) | 7% | i | -4 | -1% | -6 | 14%
CC(C)n1cnnc1SCC(=O)NC(=O)c1ccccc1 | 3% | 12% | x | x | x | 7%
